Assay outcomes as filed in PubChem.
Keap1 Nrf2 FP: disrupts human Keap1 binding to Nrf2 peptide | AID 504523 | Q14145 | inhibition, % at 9.4 µM | 340,000 tested, 0.15% active | Keap1 Kelch-Nrf2 peptide fluorescence polarization, 1536-well; in the data active means inhibition above about 12%;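 further: human Keap1 Kelch domain with fluorescein labeled Nrf2 9mer peptide probe; 0% = neutral control wells and 100% = peptide positive control; higher means more block of Keap1 binding to Nrf2 peptide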
MOR-DOR ag: agonists of human mu-delta opioid receptor heterodimerization; P35372+P41143; 340,000 tested, 0.3% active; cells, OPRM1-OPRD1 heterodimerization, luminescence; activation, % at 9.3 µM; in the data active means activation above about 18%;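 further: 0% = vehicle-treated cells and 100% = reference agonist; values of inactives mirror those of a sister screen read the other way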
Target sequence (P35372 whole entry, looked up): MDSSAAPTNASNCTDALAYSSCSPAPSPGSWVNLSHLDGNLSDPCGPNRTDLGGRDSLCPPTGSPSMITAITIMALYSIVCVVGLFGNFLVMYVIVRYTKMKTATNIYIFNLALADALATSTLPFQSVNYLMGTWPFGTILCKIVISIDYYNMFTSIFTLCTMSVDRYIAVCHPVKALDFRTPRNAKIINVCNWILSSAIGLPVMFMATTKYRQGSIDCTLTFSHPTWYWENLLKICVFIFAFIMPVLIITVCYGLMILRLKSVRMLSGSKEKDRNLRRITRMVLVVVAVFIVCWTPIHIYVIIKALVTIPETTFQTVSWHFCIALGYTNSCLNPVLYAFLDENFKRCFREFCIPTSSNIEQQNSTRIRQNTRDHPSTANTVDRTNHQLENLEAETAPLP
Target sequence (P41143 whole entry, looked up): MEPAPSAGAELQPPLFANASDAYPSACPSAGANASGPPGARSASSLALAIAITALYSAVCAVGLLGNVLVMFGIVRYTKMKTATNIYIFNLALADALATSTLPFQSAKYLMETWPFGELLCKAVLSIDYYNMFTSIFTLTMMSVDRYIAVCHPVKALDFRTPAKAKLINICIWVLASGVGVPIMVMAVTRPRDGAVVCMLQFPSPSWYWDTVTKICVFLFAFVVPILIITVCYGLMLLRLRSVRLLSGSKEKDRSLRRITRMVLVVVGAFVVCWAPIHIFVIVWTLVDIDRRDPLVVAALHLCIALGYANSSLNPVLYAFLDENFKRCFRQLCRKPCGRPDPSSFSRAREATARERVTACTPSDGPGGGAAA
Pemphigus Ab inh: inhibitors of pemphigus antibody binding to human desmoglein-3. P32926. DSG3-coupled beads, scFv-anti-DSG3-GFP binding, flow cytometry; active compounds read low. binding (percent of control), % at 10 µM. 310,000 tested, 0.48% active. AID 588358;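 active means binding more than 3 SD below its plate's average and above zero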;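 further: hits lower antibody fragment binding to DSG3; some compounds called inactive have numbers as strong as hits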
V-ATPase pHluor: yeast V-ATPase proton transport regulation by pHLuorin; S. cerevisiae, pHLuorin cytosolic pH fluorescence; response, % at 10 µM; 350,000 tested, 0.37% active; AID 504577; in the data active means response mostly above about 7.3%, no sharp cut-off; inactive means mostly below about 5.4%; further: actives read high; inactives centre near 0; some compounds called inactive have numbers as strong as hits; reference of the scale not given here
RTF Ca sens act: increases calcium sensitivity of human cardiac regulated thin filaments. P19429+P45379. 340,000 tested, 0.24% active. AID 493008. IANBD-labeled TnC RTF fluorescence at EC20 calcium; 0% EC20 calcium, 100% full calcium. activation, % at 7.2 µM;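 active means activation above the mean over all tested compounds plus 3 SD, cut at about 30% in these data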;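 further: rise in fluorescence read as greater calcium sensitivity of cardiac thin filaments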
Wnt bcat act: Wnt/beta-catenin pathway activation; Wnt/beta-catenin reporter cell assay, activator, plate reader; activation, % at 9.35 µM; 300,000 tested, 1.2% active; in the data active means activation above about 30%, passing the limit was not always enough;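 further: 0% = neutral control wells and 100% = positive control wells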
LANA DNA inh: KSHV C-LANA DNA binding inhibition | inhibition, % at 9 µM | MBP-C-LANA/FAM-LBS DNA binding, fluorescence polarization | 340,000 tested, 0.078% active | AID 504423;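 active means highest replicate inhibition at or above 60% at 9 µM, even if other replicates fall short; inactive means all replicates below 60% inhibition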;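 further: 0% = neutral control wells and 100% = 4 µM acridine orange control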
Arrestin-AP2 inh: blocks beta-arrestin peptide binding to AP2 adaptin; FITC-arrestin peptide / GST-AP2 beads, flow cytometry; AP2 beta2 appendage carries R879A mutation; AID 504490; inhibition, % at 10 µM; 340,000 tested, 0.31% active;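 active means inhibition above a set limit, near 3 SD of compounds lacking own fluorescence, cut at about 54% in these data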;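 further: plate controls were DMSO wells for no effect and 5 µM unlabelled arrestin peptide for full effect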
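Material – GST-tagged AP2 beta2-adaptin appendage (R879A) on 4 µm glutathione beads · Probe or stimulus – fluorescein-tagged arrestin peptide at 50 nM final · Timing – 12 min plus 1 h, RT · Detection – bead flow cytometry, FITC channel · Read-out basis – inhibition as reduced fluorescein signal on beads, percent · Medium – PBS plus Tween 20 (0.05%) and BSA (0.1%)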
MOR-DOR inv ag: inverse agonist of human OPRM1-OPRD1 heterodimerization; P35372+P41143; 340,000 tested, 0.21% active; cell-based MOR-DOR heterodimer luminescence, inverse agonism; AID 504357; inhibition, % at 9.3 µM; in the data active means inhibition above about 22%, passing the limit was not always enough;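 further: 0% = cells with DMSO and 100% = wells without cells with DMSO; values of inactives mirror those of a sister screen read the other way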
Cardiac RTF inh: cardiac RTF calcium desensitization; P19429+P45379; IANBD-labeled cardiac RTF, Ca2+ fluorescence; inhibition, % at 7.15 µM; 340,000 tested, 0.12% active;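 active means inhibition above the mean inhibition of all tested compounds plus 3 SD, cut at about 17% in these data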;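 further: assay run at fixed EC70 calcium of 1.6 mM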
* hit, by the source's call; . = no result given.

Value order: Keap1 Nrf2 FP, MOR-DOR ag, Pemphigus Ab inh, V-ATPase pHluor, RTF Ca sens act, Wnt bcat act, LANA DNA inh, Arrestin-AP2 inh, MOR-DOR inv ag, Cardiac RTF inh
CC1CCCC(C)N1C(=O)c1ccc(CS(=O)(=O)c2ccccc2)cc1 (centres undefined)
    -1, 0.5, 114, 2, 2, 4, -0.8, -5, -2, -7
Cc1ccc(NC(=O)Nc2ccc3c(c2)nnn3C)cc1C
    -9, 0.0, 113, -3, -2, -1, 0.9, -16, 0, -2
O=C1CN(C(=O)COC(=O)CCC(=O)c2ccc3c(c2)OCCO3)c2ccccc2N1
    -1, -0.8, ., -3, -5, ., 0.3, 8, 5, -14
COCCOC(=O)c1c(C)n(C)c2ccc(OC(=O)c3ccco3)cc12
    3, -2.3, 101, 3, 3, ., 1.5, -7, 12, -3
CCC(=O)Nc1ccc2c(c1)nc(CCNC(=O)c1ccco1)n2C
    -2, 0.0, ., -4, 1, -1, -0.3, -1, 0, -4
Cc1cccc(C(=O)n2c(=S)nc3ccccn32)c1
    -3, -0.8, 122, -1, 7, ., 0.1, 9, 5, -4
COc1cccc(-c2c(C(=O)N/N=C/c3ccsc3)nnn2-c2nonc2N)c1
    2, -0.4, 91, -1, -1, 1, -2.4, 43, 2, -6
CCc1ccc2c(c1)cc(CN(C(=S)Nc1ccccc1C)C1CC1)c1nnnn12
    -1, 0.1, 84, -4, -1, 16, 0.7, 2, -1, -13
CC1CC(C)CN(C(=O)C(C)N(C)CC(=O)Nc2ccccc2Cl)C1 (centres undefined)
    -6, -3.5, 101, -1, 10, -1, -0.1, -14, 18, 7
COc1ccccc1NC(=O)C(=O)c1cn(CC(=O)N2CCCC2)c2ccccc12
    0, -2.4, 99, -1, -2, 9, 5.2, -13, 13, 0
O=S(=O)(Nc1nc2ccccc2[nH]1)c1ccc(Cl)cc1
    -3, 4.3, 102, -2, 1, ., 0.4, 9, -23, -2
CCOC(=O)C1=C(O)/C(=C/c2cn(CC(=O)NCC3CCCO3)c3ccccc23)SC1=Nc1ccc(C)cc1 (centres undefined)
    -7, -0.6, ., 2, 135*, ., 21, -203, 4, -20
CSc1ccccc1OCc1cc(C(=O)NCCc2ccco2)no1
    -2, 2.8, 105, -1, -1, 6, 0.0, 5, -15, -3
COc1ccc(C(c2sc3nc(C)nn3c2O)N2CCN(Cc3ccccc3)CC2)cc1OC (centres undefined)
    4, 0.6, 108, 3, -3, -2, -1.3, 3, -4, -8
COC(CNS(=O)(=O)c1ccc(S(=O)(=O)NC2CC2)cc1)OC
    -1, -0.6, 109, -3, 3, -2, -0.8, 27, 3, -13

Only MOR-DOR inv ag and RTF Ca sens act, for some of the entries so far:
Compound | MOR-DOR inv ag | RTF Ca sens act
COCCOC(=O)c1c(C)n(C)c2ccc(OC(=O)c3ccco3)cc12 | 12 | 3
CCC(=O)Nc1ccc2c(c1)nc(CCNC(=O)c1ccco1)n2C | 0 | 1
Cc1cccc(C(=O)n2c(=S)nc3ccccn32)c1 | 5 | 7
COc1cccc(-c2c(C(=O)N/N=C/c3ccsc3)nnn2-c2nonc2N)c1 | 2 | -1
CCc1ccc2c(c1)cc(CN(C(=S)Nc1ccccc1C)C1CC1)c1nnnn12 | -1 | -1

Profiles as entered above. Screens in order: Keap1 Nrf2 FP	MOR-DOR ag	Pemphigus Ab inh	V-ATPase pHluor	RTF Ca sens act	Wnt bcat act	LANA DNA inh	Arrestin-AP2 inh	MOR-DOR inv ag	Cardiac RTF inh
COc1ccc(C(c2sc3nc(C)nn3c2O)N2CCN(Cc3ccccc3)CC2)cc1OC (centres undefined) across the screens: 4	0.6	108	3	-3	-2	-1.3	3	-4	-8
CC1CCCC(C)N1C(=O)c1ccc(CS(=O)(=O)c2ccccc2)cc1 (centres undefined) across the screens: -1	0.5	114	2	2	4	-0.8	-5	-2	-7

New compounds follow
Value order: Keap1 Nrf2 FP, MOR-DOR ag, Pemphigus Ab inh, V-ATPase pHluor, RTF Ca sens act, Wnt bcat act, LANA DNA inh, Arrestin-AP2 inh, MOR-DOR inv ag, Cardiac RTF inh
COc1cc([N+](=O)[O-])ccc1NC(=O)NCC1CCN(Cc2ccc(Cl)cc2)CC1
    0, 3.6, 101, -1, 3, 2, -1.9, -2, -16, -10
NC(=O)c1ccccc1N
    -4, 0.8, 100, 2, 0, 0, -2.0, 5, -4, 6
CC(C)[C@@H](C(=O)N1CCNCC1)n1cc(CCO)nn1
    -1, -1.7, 95, -4, 1, 5, -0.8, -4, 10, -7
COc1ccccc1N(C)S(=O)(=O)c1ccc(C(=O)Nc2ncc(C)s2)cc1
    -6, 0.6, 110, -4, 0, -9, 0.2, -3, -2, -4
CCOc1cc(NC(=S)NCCCOC)c(OCC)cc1NC(=O)c1cccs1
    -15, -1.0, 101, -4, 7, ., -2.3, 4, 5, -7
O=C(Nc1ccc(S(=O)(=O)NCc2ccccc2)cc1)c1ccccc1[N+](=O)[O-]
    -4, 4.3, 97, 0, 9, -2, -1.3, -2, -22, -12
COc1nc(OC/C(N)=N/O)nc(N2CCOCC2)n1
    0, -2.9, 95, -3, -3, ., -0.3, 24, 17, 0
COc1ccc(-n2c(SCC(=O)Nc3nccs3)nc3c(c2=O)SC(C)C3)cc1 (centres undefined)
    1, 1.3, 99, 4, 5, -1, 0.8, 3, -8, -7
Cn1c(SCC(=O)NC2CCCCCC2)nnc1-c1ccco1
    -3, -3.4, 108, 1, -4, -2, -1.5, -1, 11, -3
CCN1CCN(c2nc3c(c(=O)[nH]c(=O)n3C)n2CCCSc2ncccn2)CC1
    0, -2.2, 103, -3, -3, ., -2.0, 16, 12, -1
C/C(=C\c1ccccc1)C(=O)N1CCN(Cc2ccc3c(c2)OCO3)CC1
    -6, 1.0, 111, 2, 4, 2, -1.2, -15, -5, -3
Cc1ccc(N2C(=O)c3ccc(C(=O)N4CCN(Cc5ccccc5)CC4)cc3C2=O)cc1
    2, 0.5, 105, -4, 1, -1, 3.0, 7, -3, -7
COC(CNC(=O)c1cccnc1)OC
    -3, -0.2, 102, -2, 5, 2, 2.4, -15, 1, -11
O=C(CN1C(=O)/C(=C/c2ccc(C(F)(F)F)cc2)Sc2ccccc21)NCCCN1CCOCC1
    2, -0.8, 130, -1, -1, 2, 0.3, 8, 4, 1
C/C=C\C=C/C(=O)Nc1cccc(C2=NOC3(C2)C[C@@H](C(N)=O)N(C(=O)C2(C)CC2)C3)c1 (some centres undefined)
    -6, -1.9, 91*, 7, 3, -1, 1.8, 33, 11, -10

(further entries)
structure	Keap1 Nrf2 FP	MOR-DOR ag	Pemphigus Ab inh	V-ATPase pHluor	RTF Ca sens act	Wnt bcat act	LANA DNA inh	Arrestin-AP2 inh	MOR-DOR inv ag	Cardiac RTF inh
O=C(/C=C/c1cc2c(cc1Br)OCO2)NCc1ccc(Cl)cc1	-1	-1.9	73	3	-5	-1	-0.5	4	10	10
CCOC(=O)Nc1cccnc1Sc1ccc(Cl)cc1	-6	-0.7	107	7	8	1	0.5	-4	4	0
CN(C)CCNC(=O)c1c(NC(=O)c2ccccc2)sc2c1CCCC2	17*	1.4	108	-2	5	-4	.	-3	-7	-4
COC(=O)N1[C@H](C)C=C[C@]1(Cc1ccccc1)C(=O)NCCCNc1ncc(C(F)(F)F)cc1Cl	-4	13	111	-4	-7	-6	2.4	0	-76	-1
COc1ccc(NC(=O)CN(C)CC(=O)Nc2ccccc2SC)cc1	3	-2.0	98	-1	5	.	1.7	-14	9	-6
O=C(Cc1n[nH]c(=O)c2ccccc12)NC(c1ccccc1)c1ccccc1	-2	0.3	95	-2	12	1	1.6	-4	-2	3
COc1ccc(CN(CCC(c2ccco2)C(C)C)C(C)=O)cc1OC (centres undefined)	-2	-1.9	.	-3	3	1	0.7	29	9	2
CCOc1ccccc1OCC(=O)OCC(=O)NNC(=O)c1ccc([N+](=O)[O-])cc1	-5	0.2	112	-1	-4	0	-0.1	-8	-1	-11
O=C1CCCN1c1ccc(S(=O)(=O)N2CCCCC2)cc1[N+](=O)[O-]	-1	0.4	99	-1	6	-14	0.1	13	-2	-4
CCN1C(=O)/C(=C/c2ccc(C)s2)SC1=Nc1ccc(OC)cc1	-5	-0.6	96	-2	0	.	-0.6	-5	3	2
Cc1cc([N+](=O)[O-])ccc1N1C(=O)c2ccc(C(=O)Nc3ccccc3C(=O)O)cc2C1=O	-2	-4.7	91	-1	-3	2	-0.9	-12	26	-10
Nc1nc(COc2ccccc2C=O)nc(Nc2ccccc2)n1	5	-1.9	.	7	1	6	0.9	-7	9	4
Cc1cccc(OCC(=O)N(C)c2c(N)n(Cc3ccccc3)c(=O)[nH]c2=O)c1C	-6	2.8	.	0	-5	5	-0.9	-3	-11	-6
CC(C)(C)OC(=O)NCCc1n[nH]c(=S)o1	.	.	98	0	.	0	.	-3	.	.
C/C(=N\NC(=O)c1c([N+](=O)[O-])c(C)nn1C)c1ccc(NC(=O)c2ccc(C)o2)cc1	-7	-1.1	102	6	1	10	0.5	0	6	-2
CC1c2nc3ccccc3n2C(CC(=O)NC2CC2)C(=O)N1Cc1ccccc1 (centres undefined)	-1	.	86	0	3	-3	0.9	-1	.	-11
O=C(c1ccc(COc2ccccc2[N+](=O)[O-])o1)N1CCCCC1	3	-1.1	101	1	-3	.	0.4	28	6	-11
COc1cc(OC)cc(C(=O)N/N=C/c2ccc(OC)c(COc3ccc(F)cc3)c2)c1	-8	0.0	110	2	-3	.	-0.9	-2	0	7
COc1ccc(C(=O)NNC(=O)Cc2nc3nc(C)cc(C)n3n2)cc1	-3	-3.1	.	1	2	1	1.9	26	17	-3
CN(C)C(=O)CCc1ccc2c3c([nH]c2c1)[C@]1(CCC2CCCC2)[C@@H](C(=O)N2CCOCC2)C[C@H](CC(=O)NCc2ccco2)C(=O)N1CC3	5	-2.3	100	1	-2	-5	-0.6	9	12	-4
Cc1cccc(N2CCN(C(=O)CCNS(=O)(=O)c3ccc4c(c3)oc(=O)n4C)CC2C)c1 (centres undefined)	-1	-1.7	109	4	5	-1	-2.0	5	9	-7
CCCCn1c(N)c(N(CC(C)C)C(=O)C2CC(=O)N(CCc3ccccc3)C2)c(=O)[nH]c1=O (centres undefined)	-8	-0.2	111	2	-2	0	0.1	0	1	-2

This is a random part of the collection; any-hit rate near 3.1%.
